AMA1-RON2 inh – AMA1-RON2 (P. falciparum) interaction inhibition. AlphaScreen AMA1-biotinylated RON2 peptide binding. Potency, µM (highest dose often 58.2 µM), for the others: at the highest dose activity change, negative = inhibition, usual class: inhibitors. 360,000 compounds, 0.2% hits;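 further: potency means the concentration at half of the fitted maximal effect; 0% = vehicle wells and -100% = peptide control; nearly all actives have a fitted effect of over 45% in size; some results filed as inactive show a strong effect at the top dose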
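AMA1 (3D7) with his tag at 25 nM final met compounds first, then biotinylated RON2 peptide at 25 nM; detection used donor plus acceptor beads, 10 µg/mL apiece, read by AlphaScreen after 30 min at room temperature.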
HCV inh – HCV inhibition; AID 651820; Potency, µM (series often up to 41.8 µM), without a hit: at the top dose activity change, negative = inhibition, actives largely listed as inhibitors; 340,000 compounds, 3.4% hits; Huh7.5.1 HCVcc-Cre infection, luciferase reporter, 44 h; further: potency means the concentration at half of the fitted maximal effect
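A cell-based infection assay in which seeded cells (1,000 per well) receive test compound after 4 h, are inoculated with HCVcc-Cre at approximately 0.5 moi, and are incubated 44 h before luminescence detection.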
HCMV antiviral – inhibitors of human cytomegalovirus; AID 1259415; 410,000 compounds, 4.5% hits; activity change, negative = inhibition, % at 57.5 µM; HFF cells, HCMV-luciferase reporter, 72 h; active compounds read low; in the data active means activity change below about -60%; inconclusive means no clear call, values can overlap the other calls; inactive means above about -39%
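Two-dose cell screen: HFF monolayers treated with compounds and infected with luciferase-expressing HCMV at 1 PFU/cell, 72 h at 37C, then lysed for luciferase measurement.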
Sm TGR block – S. mansoni TGR enzyme inhibition. Q962Y6. purified TGR, DTNB reduction, TNB absorbance 405 nm. Potency, µM (titrated, usually from 114 µM), inactives show at the top dose activity change, negative = inhibition, hits mostly inhibitors. 360,000 compounds, 3% hits. AID 485364; further: potency means the concentration at half of the fitted maximal effect; nearly all actives have a fitted effect of over 60% in size
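First, TGR (20 nM dispensed) and NADPH were mixed with compound. Second, a 15 min room-temperature incubation followed. Third, further NADPH and then DTNB were added to start the reaction. Finally, TNB absorbance was monitored kinetically.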
Giardia FBPA inh – inhibitors of Giardia lamblia fructose-1,6-bisphosphate aldolase | A8B2U2 | purified Giardia FBPA | Potency, µM (top dose mostly 59.6 µM), inactives show at the top dose activity, negative = inhibition, most hits filed as inhibitors | 290,000 compounds, 0.71% hits | AID 2451; further: potency means the concentration at half of the fitted maximal effect; nearly all actives have a fitted effect of over 55% in size
Target sequence (A8B2U2 whole entry, looked up): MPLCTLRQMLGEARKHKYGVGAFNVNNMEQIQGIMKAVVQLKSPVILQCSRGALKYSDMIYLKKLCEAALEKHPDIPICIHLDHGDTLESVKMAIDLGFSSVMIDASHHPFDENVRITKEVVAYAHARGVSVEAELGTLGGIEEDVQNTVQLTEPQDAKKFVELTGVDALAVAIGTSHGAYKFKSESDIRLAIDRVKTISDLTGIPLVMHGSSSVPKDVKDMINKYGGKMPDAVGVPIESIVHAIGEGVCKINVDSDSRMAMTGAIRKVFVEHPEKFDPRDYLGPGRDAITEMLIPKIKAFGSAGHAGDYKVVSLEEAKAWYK
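40 nM FBPA preincubated 10 min at RT with compound (up to 57.5 uM final), then substrate plus GAPDH/TPI/NAD/arsenate coupling and diaphorase/resazurin added. Fluorescence read after 20 min at RT, 525/598 nm.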
AmpC detergent – blocks E. coli AmpC beta-lactamase in detergent assay. P00811. AmpC hydrolysis of nitrocefin, absorbance 480 nm, 0.01% Triton. Potency, µM (highest dose often 114 µM), for inactives: at the highest dose activity change, negative = inhibition, hits mostly inhibitors. 370,000 compounds, 0.041% hits;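 further: potency means the concentration at half of the fitted maximal effect; 0% = no-compound wells and -100% = no-enzyme wells; nearly all actives have a fitted effect of over 25% in size; some results filed as inactive show a strong effect at the top dose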
Target sequence (P00811 whole entry, looked up): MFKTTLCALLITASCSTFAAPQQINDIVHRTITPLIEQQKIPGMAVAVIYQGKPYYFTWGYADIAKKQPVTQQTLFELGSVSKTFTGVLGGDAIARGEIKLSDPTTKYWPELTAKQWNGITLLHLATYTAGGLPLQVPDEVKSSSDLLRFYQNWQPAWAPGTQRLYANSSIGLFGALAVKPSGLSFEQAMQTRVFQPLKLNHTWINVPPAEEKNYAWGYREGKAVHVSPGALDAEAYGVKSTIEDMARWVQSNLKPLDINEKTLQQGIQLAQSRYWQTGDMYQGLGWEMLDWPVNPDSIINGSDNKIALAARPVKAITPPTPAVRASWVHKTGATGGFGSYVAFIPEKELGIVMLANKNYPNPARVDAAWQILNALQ
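AmpC (5.3 nM in the dispensed reagent) in 20 mM phosphate pH 7.0 with 0.01% (detergent screen) or 0.0001% Triton X-100 was preincubated with compounds for 15 min at room temperature. Nitrocefin was then added from an 800 uM solution, and hydrolysis was followed at 480 nm.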
* marks the source's active call; other numbers are inactive results; u = inconclusive; x = no result given; [ ] = another dose, or the depositor's remark. Unless noted, the call rests on the fitted dose curve; in most records, active means well fitted curve in the direction sought with a large enough effect; inconclusive means small, poorly fitted or top-dose-only effect, or another doubt; inactive means no such curve, though single readings can be large; an effect the other way counts as inactive or inconclusive. Unless noted, on the % scale 0 is the no-effect control and ±100 the full control effect.

1. Cc1ccc(-n2nc(C(=O)NCc3ccc(C)o3)c3c4ccccc4n(C)c3c2=O)cc1
2. Cc1cc2c(cc1S(=O)(=O)Nc1cccc(C)c1C)n(C)c(=O)c(=O)n2C
3. O=C(CCN1C(=O)c2ccccc2C1=O)CN1CCOCC1
4. Cc1cc(C)cc(NC(=S)NCCCO)c1
5. S=C=Nc1ccccn1
6. COc1cc(C(=O)N2CCN(c3ncnc4sc(C)c(C)c34)CC2)cc(OC)c1OC
7. Cc1nnsc1C(=O)NNC(=O)c1cccc2ccccc12
8. CC(C)OC(=O)CC1C(=O)NCCN1C(=S)NC(=O)c1ccc(F)cc1 (configuration not stated)

assay / compound	1	2	3	4	5	6	7	8
AMA1-RON2 inh	2%	17%	16%	2%	44%[activator]	-10%	5%	42%[activator]
HCV inh	-3%	-3%	20%	33%[activator]	-5%[8.37 µM]	5.6µM*	18%	19%
HCMV antiviral	-13	-6	17	u	17	-79*	13	u
Sm TGR block	-15%	-10%	u	-27%	3%	31%	-13%	-16%
Giardia FBPA inh	-3%	-2%	-3%	-6%	-29%	5%	-2%	16µM*
AmpC detergent	u	-2%	2%	-1%	0%	u	1%	5%

9. Cn1c(=NC(=O)CSCC(=O)N2CCCCC2)sc2ccccc21
10. COc1ccc(C2NC(=O)N(C)C3=C2C(=O)N(c2ccc(F)cc2)C3)cc1 (configuration not stated)
11. CC(=O)c1ccc(OCCNS(=O)(=O)c2ccc(-n3cnnn3)c(C)c2)cc1
12. Cc1noc(C)c1C(=O)Nc1ccc(S(=O)(=O)N2CCC(C)CC2)cc1
13. CC1CCN(CC(=O)n2c3c(c4ccccc42)CCCC3)CC1
14. CN(C(=O)Oc1ccc(C(C)(C)C)cc1)c1ccccc1
15. CC1=NN(C(=O)c2ccccc2C)C(O)(c2ccc(Cl)cc2)C1 (configuration not stated)
16. CC(=O)Nc1ccc(S(=O)(=O)Nc2nccc(/C=C/c3ccccc3F)n2)cc1

assay / compound	9	10	11	12	13	14	15	16
AMA1-RON2 inh	8%	x	13%	7%	-16%	14%	69%[activator]	3%
HCV inh	-11%	x	-21%	u	u	u	-4%	23%
HCMV antiviral	27	2	7	-35	5	27	-10	-28
Sm TGR block	1%	4%	-15%	-18%	1%	1%	-2%	10%
Giardia FBPA inh	4%	x	8%	x	-14%	-11%	17%	6%
AmpC detergent	-4%	2%	-7%	-14%	5%	-8%	-19%	0%

17. Oc1cccc(/C=C/c2ccc3cccc(O)c3n2)c1
18. O=C(NCCN1CCCCC1)Nc1ccc([N+](=O)[O-])cc1
19. CC(=O)NC(CCC(=O)O)C(=O)O (configuration not stated)
20. Cc1ccc(OP(=O)(Nc2cccc(C)c2)Oc2ccc(C)cc2)cc1
21. O=C(O)CC(CC(=O)O)c1ccsc1
22. O=C(NCC(c1ccco1)S(=O)(=O)c1cccs1)c1ccc(Cl)cc1 (configuration not stated)
23. O=C(Nc1cc(-c2nc3cc(Cl)ccc3o2)ccc1Cl)c1ccco1
24. CCC(=O)N1CCN(c2ccccc2NC(=O)c2cccs2)CC1

assay / compound	17	18	19	20	21	22	23	24
AMA1-RON2 inh	72%[activator]	-9%	8%	-9%	1%	x	x	-4%
HCV inh	u	-21%	21%	u	2%	x	x	-6%
HCMV antiviral	45	-15	-5	-20	-14	-14	100	38
Sm TGR block	-16%	-14%	x	8%	0%	14µM*	-8%	0%
Giardia FBPA inh	u	2%	-2%	11%	x	x	x	x
AmpC detergent	-2%	u	x	2%	-2%	1%	-2%	2%

25. COc1cccc(C(=O)CSc2nnc(CNS(=O)(=O)c3ccc(C)cc3)n2C)c1
26. c1cncc(CNc2c3c(nc4nnnn24)CCCC3)c1
27. CCCC1CCC(C(=O)Nn2c(C)nc3ccccc3c2=O)CC1 (configuration not stated)
28. CCOC(=O)c1c(S(=O)(=O)N2CCN(C3CCCCC3)CC2)c(C)n(C)c1C
29. O=C(CSc1nnc2sc3ccccc3n12)N1CCN(c2ccccc2)CC1
30. O=C1c2cccc3cccc(c23)C(=O)N1CC1CCN(S(=O)(=O)c2ccc(F)cc2)CC1
31. CCC(=O)c1ccc(OCC(=O)N2CCN(S(=O)(=O)c3ccc(Cl)s3)CC2)cc1
32. O=C(O)C1CCN(S(=O)(=O)Cc2ccccc2)CC1

assay / compound	25	26	27	28	29	30	31	32
AMA1-RON2 inh	-15%	23%	5%	0%	5%	-11%	-13%	-3%
HCV inh	13%	25%	8%	7%	5%	u	u	6%
HCMV antiviral	26	20	23	-20	0	18	-13	37
Sm TGR block	-5%	2%	-9%	0%	-23%	9%	-19%	-9%
Giardia FBPA inh	-17%	-4%	1%	-2%	-4%	3%	x	-5%
AmpC detergent	9%	u	-11%	1%	3%	-6%	-2%	-4%

33. COC(=O)c1cc2c(s1)-c1cc(F)ccc1OC2
34. Cc1cc(C)cc(N(C(=O)Cn2nnc(-c3ccccc3)n2)C(C(=O)NC2CCCCC2)c2ccccn2)c1 (configuration not stated)
35. CCCCn1c(=NC(C)=O)c(C#N)cc2c(=O)n3cccc(C)c3nc21
36. NC(=O)c1ccccc1OCC(=O)N1CCc2ccccc2C1
37. O=C(c1cc(-c2ccccc2)nc2ccccc12)N1CCCc2ccccc21
38. COc1ccc(NC(C)=O)cc1NC(=O)CCn1c(=O)sc2ccccc21
39. O=C(NCCc1ccccc1)c1cnn2c(C(F)F)cc(C3CC3)nc12
40. CNC(=S)SCCOc1ccc(C)cc1

assay / compound	33	34	35	36	37	38	39	40
AMA1-RON2 inh	-1%	12%[2.32 µM]	-23%	-15%	u	-19%	7%	56%[activator]
HCV inh	13%	-7%	-14%	u	1%	-14%	u	1%
HCMV antiviral	-66*	14	u	-19	-63*	78	23	-20
Sm TGR block	0%	-4%	x	-1%	0%	-21%	1%	-10%
Giardia FBPA inh	5%	-2%	x	2%	1%	24%	-3%	0%
AmpC detergent	-2%	-14%	x	-13%	-11%	-1%	u	-1%

41. O=C(CN1CCN(Cc2cccc(Cl)c2)C1=O)NCc1cccs1
42. C/C(CC(=O)NCc1ccco1)=N\NC(=O)CC#N
43. CCOCCCNC(=S)NCCc1ccccc1
44. Cc1cc(O)c(C(C)C)cc1NC(=O)c1ccc(Cl)cc1
45. CCOc1ccccc1NC(=O)C(CC)Sc1nc2ncccc2[nH]1 (configuration not stated)
46. O=S(=O)(Nc1cc(Cl)ccc1-n1cncn1)c1cc(Br)ccc1Br
47. COc1cc(C(=O)NNC(=O)C2CCCC2)cc(OC)c1OC
48. O=C(c1cc(Br)ccc1Cl)N1CCN(c2ccc(N3CCOCC3)nn2)CC1

assay / compound	41	42	43	44	45	46	47	48
AMA1-RON2 inh	3%	75%[activator]	-9%	0%	x	-2%	1%	28%
HCV inh	-5%	14%	-4%	u	x	u	4%	1%[8.37 µM]
HCMV antiviral	-6	-24	98	-30	u	u	-9	u
Sm TGR block	1%	x	-2%	u	5%	-18%	-1%	-11%
Giardia FBPA inh	2%	0%	2%	-2%	x	x	0%	x
AmpC detergent	-12%	1%	u	u	-1%	-8%	-6%	u

As a working copy, part of the list above.
34. Cc1cc(C)cc(N(C(=O)Cn2nnc(-c3ccccc3)n2)C(C(=O)NC2CCCCC2)c2ccccn2)c1 (configuration not stated)
35. CCCCn1c(=NC(C)=O)c(C#N)cc2c(=O)n3cccc(C)c3nc21
36. NC(=O)c1ccccc1OCC(=O)N1CCc2ccccc2C1
37. O=C(c1cc(-c2ccccc2)nc2ccccc12)N1CCCc2ccccc21
38. COc1ccc(NC(C)=O)cc1NC(=O)CCn1c(=O)sc2ccccc21
39. O=C(NCCc1ccccc1)c1cnn2c(C(F)F)cc(C3CC3)nc12
40. CNC(=S)SCCOc1ccc(C)cc1
41. O=C(CN1CCN(Cc2cccc(Cl)c2)C1=O)NCc1cccs1
42. C/C(CC(=O)NCc1ccco1)=N\NC(=O)CC#N
43. CCOCCCNC(=S)NCCc1ccccc1

assay / compound	34	35	36	37	38	39	40	41	42	43
AMA1-RON2 inh	12%[2.32 µM]	-23%	-15%	u	-19%	7%	56%[activator]	3%	75%[activator]	-9%
HCV inh	-7%	-14%	u	1%	-14%	u	1%	-5%	14%	-4%
HCMV antiviral	14	u	-19	-63*	78	23	-20	-6	-24	98
Sm TGR block	-4%	x	-1%	0%	-21%	1%	-10%	1%	x	-2%
Giardia FBPA inh	-2%	x	2%	1%	24%	-3%	0%	2%	0%	2%
AmpC detergent	-14%	x	-13%	-11%	-1%	u	-1%	-12%	1%	u

44. Cc1cc(O)c(C(C)C)cc1NC(=O)c1ccc(Cl)cc1
45. CCOc1ccccc1NC(=O)C(CC)Sc1nc2ncccc2[nH]1 (configuration not stated)

assay / compound	44	45
AMA1-RON2 inh	0%	x
HCV inh	u	x
HCMV antiviral	-30	u
Sm TGR block	u	5%
Giardia FBPA inh	-2%	x
AmpC detergent	u	-1%

Following part.
49. CC(=O)N1c2ccccc2C(=O)C1N1CCN(c2ccccc2)CC1 (configuration not stated)
50. O=C(CCS(=O)(=O)c1cc2c3c(c1)CCN3C(=O)CC2)NCc1ccc(Cl)cc1
51. Cc1ccc(NC(=O)CC2C(=O)NCCN2C(=O)c2ccc(F)cc2)cc1 (configuration not stated)
52. Cc1ccccc1S(=O)(=O)N(CC(O)CN1CCCCC1)c1ccccc1 (configuration not stated)
53. Nc1nc(SCc2ccccc2)c2ncn(C3OC(CO)C(O)C3O)c2n1 (configuration not stated)
54. Cc1c(N=Nc2c(-c3ccc([N+](=O)[O-])cc3)[nH]n(C(N)=S)c2=O)cccc1[N+](=O)[O-]
55. CCOC(=O)N1CCN(S(=O)(=O)c2ccc(C(=O)Nc3sc4c(c3C(N)=O)CC(C)(C)NC4(C)C)cc2)CC1
56. CC(=O)Nc1ccc(N/C=C/C(=O)c2ccc(Br)cc2)cc1
57. CC(NC(=O)CN1CCN(Cc2ccc(Cl)cc2)C1=O)c1ccc2c(c1)OCCO2 (configuration not stated)
58. CCn1cnc2sc(C(=O)O)c(C)c2c1=O

assay / compound	49	50	51	52	53	54	55	56	57	58
AMA1-RON2 inh	x	x	-1%	-3%	-9%	47%[activator]	-28%	1%	0%	14%
HCV inh	x	x	20%	1%	13%	8.9µM*	0%	1%	-28%	17%
HCMV antiviral	0	-13	-15	-2	19	-96*	-11	x	-28	-3
Sm TGR block	1%	-3%	2%	0%	x	-14%	14%	-2%	4%	-8%
Giardia FBPA inh	x	x	12%	x	x	4%	-29%	-5%	2%	2%
AmpC detergent	2%	3%	4%	-4%	x	u	4%	u	4%	-10%
